Assay outcomes deposited in PubChem BioAssay by National Center for Advancing Translational Sciences (NCATS).
TDP1 cell noCPT: qHTS for Inhibitors of human tyrosyl-DNA phosphodiesterase 1 (TDP1): qHTS in cells in absence of CPT. DT40 Tdp1-/- hTDP1 cells, no CPT, ATP luminescence, 48 h. Potency, µM (highest dose often 46.2 µM), for inactives: at the top dose activity change, negative = growth inhibition, actives largely listed as inhibitors. hit rate 15% among 420,000. AID 686978, 2013; also: nearly all actives have a fitted effect of over 55% in size
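DT40 Tdp1-/-;hTDP1 cells, no CPT (DMSO vehicle only), 400 cells/well; compounds pin-transferred; ≥48 hr, 37 °C; CellTiter-Glo 30 min RT dark, luminescence read.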
DT40 TDP1 CPT: growth inhibition of DT40 Tdp1-/-;hTDP1 cells with camptothecin (screen for TDP1 inhibitors). chicken DT40 Tdp1-/-;hTDP1 cells + 20 nM CPT, ATP luminescence, 48 h. hit rate 12% among 420,000. Potency, µM (titrated, usually from 46.2 µM), without a hit: at the highest dose activity change, negative = growth inhibition, actives largely listed as inhibitors. AID 686979; also: nearly all actives have a fitted effect of over 55% in size
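Chicken DT40 Tdp1-/- cells stably complemented with human TDP1 were seeded at 400 cells/well in medium containing 20 nM camptothecin, exposed to pin-transferred compounds, and grown at 37 °C for at least 48 hr. Viability was read as ATP luminescence.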
GCN5L2 inh: blocks human GCN5L2 histone acetyltransferase | Q92830 | GCN5L2 HAT assay, ThioGlo1 CoA-SH fluorescence | Potency, µM (doses to about 58.9 µM), for the others: at the top dose activity change, negative = inhibition, usual class: inhibitors | hit rate 0.21% among 390,000
Target sequence (Q92830 whole entry, looked up): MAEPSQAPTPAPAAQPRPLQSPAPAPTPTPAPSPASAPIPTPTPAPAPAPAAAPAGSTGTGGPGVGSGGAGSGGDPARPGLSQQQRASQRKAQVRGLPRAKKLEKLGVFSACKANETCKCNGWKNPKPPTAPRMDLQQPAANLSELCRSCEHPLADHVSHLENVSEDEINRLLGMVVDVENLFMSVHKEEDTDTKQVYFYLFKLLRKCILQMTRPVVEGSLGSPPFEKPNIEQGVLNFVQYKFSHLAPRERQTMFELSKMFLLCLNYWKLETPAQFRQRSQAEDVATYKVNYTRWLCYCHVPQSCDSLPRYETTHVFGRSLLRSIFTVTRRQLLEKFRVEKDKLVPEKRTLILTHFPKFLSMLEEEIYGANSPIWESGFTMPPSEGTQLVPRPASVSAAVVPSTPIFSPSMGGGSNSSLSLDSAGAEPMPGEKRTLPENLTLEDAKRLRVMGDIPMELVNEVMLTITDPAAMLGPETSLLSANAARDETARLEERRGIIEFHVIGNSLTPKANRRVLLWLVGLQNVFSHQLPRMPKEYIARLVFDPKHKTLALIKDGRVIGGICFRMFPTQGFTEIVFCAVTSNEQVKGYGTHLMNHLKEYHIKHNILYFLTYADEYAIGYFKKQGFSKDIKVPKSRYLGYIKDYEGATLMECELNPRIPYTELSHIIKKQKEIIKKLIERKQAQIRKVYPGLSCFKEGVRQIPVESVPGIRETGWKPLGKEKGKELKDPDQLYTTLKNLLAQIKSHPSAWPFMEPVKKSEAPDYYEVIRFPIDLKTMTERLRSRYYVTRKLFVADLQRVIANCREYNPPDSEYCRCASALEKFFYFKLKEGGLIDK
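qHTS, 1536-well. 20nM enzyme, pH 7.5 HEPES/EDTA/Tween-20 buffer; 15 min compound preinc., RT. Start: 75uM H3(1-25), 70uM AcCoA, 50uM ThioGlo1. Read Ex340/Em540 at t=0 (autofluorescence flag) and t=20 min.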
Active calls of the source: *; u = inconclusive; x = not tested or not shown; & = joins results of further samples; [ ] = another dose, or the depositor's remark. Calls follow the shape of the dose curve; as a rule, active = well fitted curve in the direction sought with a large enough effect; inconclusive = small, poorly fitted or top-dose-only effect, or another doubt; inactive = no such curve, though single readings can be large; an effect the other way counts as inactive or inconclusive. % is scaled to controls: 0 for no effect and ±100 for the full control effect; potency is read from the fitted curve at half-maximal effect.

smiles	TDP1 cell noCPT	DT40 TDP1 CPT	GCN5L2 inh
CCOC(=O)c1ccc2oc(=O)n(Cc3ccccc3)c2c1	-23%	-28%	4%
O=C(Nc1cccc2c1CCCC2)c1cc([N+](=O)[O-])cc([N+](=O)[O-])c1	-26%	u	-2%
COc1cc(/C=C/c2sc3ccccc3[n+]2CCCS(=O)(=O)[O-])ccc1O	u	u	-3%
COc1cccc(C2c3c(oc4ccccc4c3=O)C(=O)N2CCCN2CCOCC2)c1OC (centres undefined)	7%	0%	x
CCOC(=O)c1oc2cc(O)ccc2c(=O)c1-c1ccc(OC)cc1	u	u	-4%
O=C(N/N=C/c1ccc(Cl)cc1)C(=O)N1CCCCCC1	6%	4%	-8%
Cc1ccc(C)c(NC(=O)c2nnn(Cc3ccccc3)c2N)c1	-13%	-21%	-16%
CCC(NC(=S)NCc1ccc(F)cc1)c1ccc(C)cc1 (centres undefined)	u	u	-3%
O=C(Nc1nc2ccc(S(=O)(=O)N3CCCC3)cc2s1)c1ccccn1	2.9µM*	6.5µM*	-9%
CCCn1c(NC(=O)CN2C(=O)NC3(CCCCC3)C2=O)nc2ccccc21	23µM*	u	-5%
Cn1cc(S(=O)(=O)N2CCCCCC2)cc1C(=O)NCc1ccccc1Cl	u	u	2%
CC(C)(C)C(=O)N1CCN(c2ccc(NC(=O)c3ccc([N+](=O)[O-])o3)cc2)CC1	6.5µM*	2.6µM*	-4%
CCCC(=O)Nc1nnc(CCN2CCCCC2)s1	7%	-5%	-12%
Cc1ccc(S(=O)(=O)N2CCN(C(C)CC(=O)O)CC2)cc1 (centres undefined)	23%	-12%	-2%
O=C(CSc1nnc(C2CC2)n1C1CC1)Nc1cccc(Br)c1	-10%	-11%	-3%
CCOC(=O)N1CCN(c2nc(-c3ccccc3)c3cc(C)ccc3n2)CC1	u	u	1%
CCOC(=O)c1cc(-c2ccccc2)nn1CC1CC(c2cccnc2)=NO1 (centres undefined)	-20%	4%	x
CCc1ccc(CN2CCC(Oc3ccc(C(=O)N4CCCC4)cc3)CC2)cc1	u	18µM*	-1%
Nc1nnc(CC(=O)N2CCCCC2)s1	4%	0%	1%
COC(=O)c1sccc1N/N=C(\C)c1ccc(F)c(Cl)c1	-17%	-30%	-21%
CCOc1ccc(CCNC(=O)CSc2cc(=O)n(C)c3ccccc23)cc1OCC	u	-29%&15%	2%&4%
COc1cc(OC)c(C(=O)C=Cc2ccc(OC)c(OC)c2)c(OC)c1	u	u	x
CN(C)S(=O)(=O)c1ccc(/C(O)=C2/C(=O)C(=O)N(Cc3cccnc3)C2c2ccncc2)cc1 (centres undefined)	-4%	-3%	-5%
CCOc1ccc(N(CC(=O)NC2CCCCC2)C(=O)CNC(=O)c2ccco2)cc1	-5%	-19%	x
CCCNc1c(NS(=O)(=O)c2ccc(NC(=O)CC)cc2)c(=O)oc2ccccc12	u	-30%	-18%
CCOC(=O)c1[nH]c(C)c(C(=O)NCc2ccccn2)c1C	-7%	-8%	1%
CC(C)n1cc(/C=C(\C#N)S(=O)(=O)c2ccccc2)c2ccccc21	-23%	-23%	-22%
O=C(O)CCCC(=O)Nc1ccc(Br)cc1	3%	-24%	-6%
CC/C(=C\C1CCCCC1)C(NP(=O)(c1ccccc1)c1ccccc1)c1ccccc1 (centres undefined)	u	u	-19%
COc1ccc(CC(C(=O)Nc2cccc(F)c2)c2nn[nH]n2)c(OC)c1 (centres undefined)	3%	2%	3%
Cc1nc(N2CCC(C)CC2)c2c(C)c(C(=O)Nc3ccc4c(c3)OCCO4)sc2n1	u	u	-17%
Fc1ccc(-c2cc3nc(-c4ccccc4)cc(N4CCN(CCN5CCOCC5)CC4)n3n2)cc1	7.3µM*	12µM*	-6%
CN(CC(=O)Nc1ccc(F)c(F)c1F)C(=O)C1CCCO1 (centres undefined)	-1%	0%	-14%
CCN1CCN(C(=O)c2cc3cc([N+](=O)[O-])ccc3oc2=O)CC1	21%	8%	-5%
CCN1CCN(C(=O)C(=O)c2c(C)[nH]c3ccccc23)CC1	17%	-2%	-8%
COc1ccc(OC)c(CCNC(=O)c2ccc(CS(=O)(=O)c3ccc(Br)cc3)o2)c1	u	21µM*	-11%
CCc1ccc([C@H]2[C@@H]3C(=O)C[C@@H]4C(=O)N(CC)C(=O)[C@@H]4[C@@H]3CN2S(=O)(=O)c2ccc(C)cc2)cc1	-29%	u	x
CN(C(=O)Nc1ccc(F)cc1)[C@H]1C[C@H]2c3[nH]c4ccccc4c3CCN2C(=O)[C@H]1CO	-25%	-30%	x
COc1cccc(C2c3c(oc4ccccc4c3=O)C(=O)N2CCCN(C)C)c1OC (centres undefined)	-16%	-2%	-10%
O=C(CCNS(=O)(=O)c1ccc2c(c1)CCC(=O)N2)NCc1cccnc1	-8%	-2%	-1%
CCN(CC)S(=O)(=O)c1cccc(C(=O)Nc2ccc(C#N)cc2)c1	8.2µM*	u	0%
CCn1c(O)c(N=NC(=O)CNC(=O)c2cccnc2)c2ccccc21	u	-9%	x
Cn1c(Cn2c(=O)sc3ccccc32)nnc1SCC(=O)Nc1ccc2c(c1)OCO2	-3%	6%	x
COc1ccc(OC(=O)c2cc3cc(Cl)ccc3oc2=O)cc1	-27%	-9%	-7%
Cc1ccc(C(=O)Cn2c(N3CCOCC3)nc3c2c(=O)n(C)c(=O)n3C)cc1	-13%	-12%	-1%
COc1ccc(/C(O)=C2/C(=O)C(=O)N(CCCN3CCOCC3)C2c2ccc(Cl)cc2)cc1 (centres undefined)	-8%	-15%	x
CCOC(=O)C1=C(C)C2C3C(=O)N(c4ccccc4C)C(=O)C3C1(C)C1C(=O)N(c3ccccc3C)C(=O)C21 (centres undefined)	u	u	-4%
O=C(COC(=O)/C=C/c1ccc(C(F)(F)F)cc1)NC1CCCC1	13%	-13%	-9%
c1ccc(CSc2nnc(-c3ccccc3)c(-c3ccccc3)n2)cc1	u	u	x
Cc1c(CNCCc2ccc(S(N)(=O)=O)cc2)c(C(=O)O)c(C)n1Cc1ccc(Cl)cc1	u	-1%	-2%
CCN1CCN(C(=O)C(C)Sc2nnc3nc(C)cc(C)n23)CC1 (centres undefined)	23%	10%	3%
c1ccc2c(CN3CCOCC3)c3ccccc3c(CN3CCOCC3)c2c1	u	u	1%
Cc1cccc2sc(N3CCN(C(=O)C4COc5ccccc5O4)CC3)nc12 (centres undefined)	u	-6%	-7%
COc1ccc2c(C)c(CCC(=O)NC3CC3)c(=O)oc2c1C	16µM*	u	-1%
CN(C)c1ccc(/C=N/NC(=S)NCc2ccco2)cc1	18µM*	u	-3%
COc1ccc(C(=O)Oc2ccc(/C=N/Nc3ccc(Cl)c(C(=O)O)c3)cc2OC)cc1	4%	5%	-19%
CCOC(=O)c1[nH]c2ccc(OC)cc2c1NC(=O)CN1CCC2(CC1)OCCO2	-15%	-13%	2%
N#Cc1ccc(C(=O)CSc2n[nH]c(=O)n2-c2cccnc2)cc1	u	-5%	-14%
CCOc1ccc2nc(SCC(=O)NC3CC3)sc2c1	-19%	-18%	2%
COc1cccc(NC(=O)COc2ccccc2C(N)=O)c1	u	-27%	-10%

(list continues)
smiles	TDP1 cell noCPT	DT40 TDP1 CPT	GCN5L2 inh
O=c1c(C(c2ccc(O)cc2)c2c(O)nc3n(c2=O)CCS3)c(O)nc2n1CCS2	-2%	-1%	-4%
CC(=O)C1=CCC(c2ccccc2F)N(S(=O)(=O)c2ccc(C)cc2)C1 (centres undefined)	u	u	x
Cc1ccc(NC(=O)[C@H](Cc2ccccc2)N2Cc3ccccc3C2=O)cc1F	-2%	-5%	-5%
O=C1NC(=O)C(Cc2c[nH]c3ccccc23)N1 (centres undefined)	3%	2%	1%
COC(=O)c1ccc(Cn2c(C)c(C(=O)NCc3ccc(C#N)cc3)sc2=O)o1	-9%	-23%	x
Cc1ccnc(NC(=O)COC(=O)C2COc3ccccc3O2)n1 (centres undefined)	3%	-2%	-3%
CC[C@@H]1C=C(C(=O)O)[C@H](c2ccc3c(c2)OCO3)N1S(=O)(=O)c1ccc(C)cc1	-3%	3%	0%
Cc1c(C(=O)NCc2ccccc2)oc2c1-c1[nH]ncc1CC2	-16%	u	-5%
Cc1c(CN2CC[C@@H](N3CCN(c4ccccn4)CC3)[C@H](O)C2)[nH]c2ccc(F)cc12	u	u	1%
O=C(NCC1CCCN1S(=O)(=O)c1cccs1)c1ccccc1F (centres undefined)	u	-27%	-3%
O=C(NCc1ccccc1)c1ccc(=O)[nH]n1	-26%	-1%	-4%
Cn1c(=O)c2c(n3c4ccccc4nc13)NC(=O)CC2c1cccc(F)c1 (centres undefined)	-27%	-22%	-2%
CCc1ccc(NC(=O)Nc2cccc(OC)c2)cc1	u	-20%	-3%
COC(=O)N[C@H](C(=O)N[C@@H](Cc1ccccc1)[C@@H](O)CN(Cc1ccc(-c2ccccn2)cc1)NC(=O)[C@@H](NC(=O)OC)C(C)(C)C)C(C)(C)C	-12%	-17%	x
CC(C)CCN1C(=O)CSCC1(C)C(=O)NC(C)C (centres undefined)	-17%	-1%	x
CCC(=O)N1CCc2cc(S(=O)(=O)CCC(=O)Nc3ccc(F)c(F)c3)ccc21	-1%	-7%	-1%
Cc1cccc(NC(=O)CCc2c(C)nc3nc(CNC(=O)c4cccc(F)c4)nn3c2C)c1	-27%	-15%	-5%
CCC(c1nc2ccccc2c(=O)n1CCCn1ccnc1)N1C(=O)c2ccccc2C1=O (centres undefined)	-22%	-10%	-10%
COc1cccc(CN2CCNC(=O)C2CC(=O)N(C)CCC2CCOCC2)c1OC (centres undefined)	u	-4%	0%
CCC(C)NC(=O)CSc1nc(-c2cccs2)cc(C(F)(F)F)n1 (centres undefined)	u	u	u
Cc1ccc(S(=O)(=O)c2cc3cc(Br)ccc3oc2=O)cc1	0%	5%	47%[activator]
CC(C)NC(=O)Nc1ccc2c(c1)C(=O)N([C@H](C)CO)C[C@H](C)[C@@H](CN(C)S(=O)(=O)c1ccc(F)cc1)O2	-2%	-13%	-2%
O=c1c2ccccc2c(C=NCc2ccccn2)c(O)n1-c1ccccc1Cl	-22%	-3%	-15%
COc1ccc(NC(=O)c2cc(-c3cc(F)ccc3OCC3CCCO3)n[nH]2)cc1OC (centres undefined)	21µM*	u	x
O=C1CC(Cc2ccc(Cl)cc2)C(=O)N1c1ccncc1 (centres undefined)	-17%	-22%	3%
O=C(CCc1ccccc1)Nc1cc(NC(=O)CCc2ccccc2)cc(C(=O)O)c1	2%	-2%	-19%
O=C1CC(SC(=NCc2ccc3c(c2)OCO3)Nc2ccccc2)C(=O)N1 (centres undefined)	-25%	-12%	-13%
Cc1ccc(Cl)cc1N1CCN(C(=O)c2sc3nc4n(c(=O)c3c2C)CCC4)CC1	15µM*	15µM*	-2%
Cc1cc(C)cc(NC(=O)C2CCN(C(=O)c3cccs3)CC2)c1	-7%	u	-1%
C=C(C)CSc1nnc(-c2ccc(C)cc2)n1N	-4%	3%	-1%
COc1ccccc1CNC(=S)Nc1ccc(S(N)(=O)=O)cc1	-19%	-14%	-12%
CS(=O)(=O)N1CCC(Oc2ccccc2C(=O)NC2CCCCCC2)CC1	10%	u	-6%
COc1cc(/C=N/Nc2ccc(Cl)c(C(=O)O)c2)ccc1OC(=O)c1ccc(F)cc1	17%	-11%	-29%
Cc1ccccc1CNC(=O)CN(c1cccc([N+](=O)[O-])c1)S(C)(=O)=O	-29%	-22%	-14%
CCN(CC)CC(=O)NCC1(c2ccccc2)CCCC1	-3%	3%	-1%

Single records, as listed above. Order of values: TDP1 cell noCPT	DT40 TDP1 CPT	GCN5L2 inh
COc1cc(/C=N/Nc2ccc(Cl)c(C(=O)O)c2)ccc1OC(=O)c1ccc(F)cc1 in the list: 17%	-11%	-29%
COc1ccccc1CNC(=S)Nc1ccc(S(N)(=O)=O)cc1 in the list: -19%	-14%	-12%
CCN(CC)CC(=O)NCC1(c2ccccc2)CCCC1 in the list: -3%	3%	-1%
Cc1ccccc1CNC(=O)CN(c1cccc([N+](=O)[O-])c1)S(C)(=O)=O in the list: -29%	-22%	-14%
CS(=O)(=O)N1CCC(Oc2ccccc2C(=O)NC2CCCCCC2)CC1 in the list: 10%	u	-6%
